# Screens: PubChem BioAssay, several laboratories
# NTR1 ag = NTR1-driven beta-arrestin-GFP spot formation – imaging, U2OS cells, high content, primary screen (AID 493036) | P30989 | agonist mode | activation, % at 20 µM | hit rate 0.17% among 330,000;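 active = activation at or above 40% of the spot to cytoplasm intensity ratio, with at least 20 cells analyzed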;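 note: 0% = DMSO without peptide and 100% = 100 nM NTR1 peptide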
# Target sequence (P30989 whole entry, looked up): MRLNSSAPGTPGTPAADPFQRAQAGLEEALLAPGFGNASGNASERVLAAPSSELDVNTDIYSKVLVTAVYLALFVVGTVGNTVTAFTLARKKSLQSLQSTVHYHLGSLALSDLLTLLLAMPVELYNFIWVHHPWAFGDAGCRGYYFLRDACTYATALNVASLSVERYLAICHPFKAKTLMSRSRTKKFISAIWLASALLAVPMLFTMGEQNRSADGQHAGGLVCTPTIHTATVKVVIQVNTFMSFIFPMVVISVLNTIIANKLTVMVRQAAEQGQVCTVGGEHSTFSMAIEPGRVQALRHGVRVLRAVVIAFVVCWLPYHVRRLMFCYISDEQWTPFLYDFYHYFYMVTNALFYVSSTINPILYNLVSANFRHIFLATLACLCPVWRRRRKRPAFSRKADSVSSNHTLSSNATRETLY
# UTI89 phage lysis = protection from phage-mediated lysis, alamar blue read-out – E. coli UTI89, K1F phage, bacterial capsule biogenesis inhibitors (AID 488966); inhibition, % at 100 µM, or IC50 in µM where a hit was titrated; E. coli UTI89 K1F phage lysis, alamar blue, 2 h; higher % means a stronger effect; hit rate 0.02% among 340,000;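 active = phage lysis inhibition, versus mean bacterial control, above a set limit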;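 note: capsule biogenesis inhibitors block K1F phage lysis so surviving cells raise fluorescence; higher fluorescence means more inhibition of phage lysis; actives were called in the ten point dose series up to 300 µM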
# Rac1 GTP hydrolysis = MgcRacGAP GTPase-activating activity inhibitors, confirmation, biochemical, ADP Hunter fluorescence; hit rate 0.6% among 340,000; MgcRacGAP-stimulated Rac1 GTP hydrolysis, ADP Hunter fluorescence; higher % means a stronger effect; GST-tagged Rac1 F28L mutant substrate; inhibition, % at 30 µM; hits with a dose series show IC50 in µM; AID 624330;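 active = first-screen hits whose inhibition reached a set limit at any dose in the follow-up dose series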;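 note: fluorescence reports GDP produced by GAP-driven GTP hydrolysis; strong numbers were not always called active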
# NTR1 ag cell count 20 µM = further read-out of NTR1 ag, marked with its call; cell count; measured here: cell count, cytotoxicity flag
# Starred values were filed as active, the others as inactive; & = joins results of further samples; [ ] = remark or other dose.
SMILES,NTR1 ag,NTR1 ag cell count 20 µM,UTI89 phage lysis,Rac1 GTP hydrolysis
CC(NC(=O)COC(=O)C1CCC1)c1ccccc1 (stereo not given),1.8,41,1.0%[50 µM],-0.6%
CC(C)Nc1nnc(SCC(=O)N2CCN(C(=O)c3ccco3)CC2)s1,0.0,61,0.4%[50 µM],2.8%
Nc1nnc(SCC(=O)Nc2cccnc2Cl)s1,1.1,78,0.8%[50 µM],0.6%
O=[N+]([O-])c1ccc(N/N=C/c2cccs2)nc1,0.3,50,0.7%,8.4%
CCOC(=O)[C@@H]1[C@H]2COc3cc(OC)ccc3[C@@H]2N2C(=O)N(c3ccc(OC)cc3)C(=O)[C@@]12C,-0.2,70,-0.3%,6.6%
Nc1c(N(Cc2ccco2)C(=O)COc2ccccc2)c(=O)[nH]c(=O)n1Cc1ccccc1,-1.5,52,0.7%[50 µM],4.8%
O=C(Nc1cccc(S(=O)(=O)N2CCOCC2)c1)c1cccc(S(=O)(=O)N2CCCC2)c1,0.5,51,1.3%[50 µM],9.5%
CN(Cc1ccc(F)cc1)C(=O)CNC(=O)c1ccc2c(c1)OCO2,0.9,63,0.3%[50 µM],1.1%
Cc1ccc(NS(=O)(=O)c2ccc(C(=O)NCCCN3CCCC3=O)cc2)cc1,1.1,52,0.9%[50 µM],8.0%
CN(C)C(=O)CCc1ccc2c3c([nH]c2c1)[C@]1(CCc2ccccc2)[C@@H](C(=O)N2CCCCC2)C[C@H](CC(=O)NCCC2=CCCCC2)C(=O)N1CC3,5.4,62,-0.1%,4.1%
O=C1c2ccccc2[C@@H]2C[C@@H](O)[C@H](Nc3ccccc3-c3ccccc3)CCN12,0.7,41,0.0%,4.7%
COc1ccc(/C=C/C(=O)Nc2cc(S(=O)(=O)N3CCOCC3)ccc2OC)cc1,-1.0,56,-3.3%,-0.6%
CCN(CC(=O)Nc1c(F)cccc1F)C(=O)C1CC(=O)N(CCc2ccc(OC)c(OC)c2)C1 (stereo not given),-0.1,60,0.9%[50 µM],8.3%
O=C(COC(=O)c1cc(S(=O)(=O)N2CCCC2)ccc1O)Nc1ccc(F)cc1F,0.1,52,0.3%[50 µM],6.7%
COc1ccccc1CNC(=O)C1CC2Cn3c(nc4cc5ccccc5cc43)C2N1C (stereo not given),3.2,75,1.4%,5.7%
CC(=O)Nc1ccc(NC(=O)C(C)OC(=O)CCCN=C2NS(=O)(=O)c3ccccc32)cc1 (stereo not given),0.7,82,0.9%[50 µM],2.0%
CN(C(=O)CSc1nnc(-c2ccc(C(C)(C)C)cc2)n1C)C1CCS(=O)(=O)C1 (stereo not given),-0.2,63,0.9%[50 µM],1.7%
CCC(CC)CN1C(N(C)C)=NC[C@@H]1CC(C)C,-2.3,109,6.6%,4.8%
O=C(Cc1ccc(S(=O)(=O)N2CCOCC2)s1)NCCc1ccc(F)cc1,1.2,46,2.3%[50 µM],2.1%
Cc1ccc(S(=O)(=O)N2C[C@@H]3[C@H]4CC[C@H](C4)[C@@H]3[C@@H](C)[C@@H]2c2cn(Cc3ccccc3)c3ncccc23)cc1,-0.5,58,0.2%,8.5%
CCCOc1ccc(NC(=O)CC2C(=O)Nc3ccccc3N2CC(=O)N2CCCC2)cc1 (stereo not given),1.1,69,1.1%[50 µM],4.7%
Nn1cnnc1SCC(=O)N1CCc2ccccc2C1,-0.8,61,0.5%[50 µM],4.2%
CCN(C(=O)COC(=O)c1ccc(=O)n(Cc2ccccc2)n1)C1CCCCC1,0.4,51,0.6%[50 µM],0.9%
O=C(CSC(=S)N1CCCC1)Nc1ncc(Cl)cc1Cl,2.1,60,0.1%[50 µM],2.9%
C=CCn1c(SC(C)C(=O)c2c(N)n(C)c(=O)n(C)c2=O)nnc1-c1ccoc1C (stereo not given),0.8,53,0.0%[50 µM],2.1%
CN(CC(=O)NCc1ccccc1)CC(=O)Nc1ccc(Cl)c(C(F)(F)F)c1,-0.8,53,-0.6%[50 µM],3.0%
O=C(Nc1ccccc1)N(CCc1ccncc1)C1CCCCC1,3.4,54,0.4%,1.7%
COc1cc(C(=O)NCC(c2ccco2)N2CCOCC2)cc(OC)c1OC (stereo not given),-0.4,70,0.7%[50 µM],5.5%
CCN(c1ccc(NC(=O)c2ccc(N3CCCC3=O)cc2)cc1)C(C)C,0.3,68,0.2%[50 µM],9.4%
Cc1nc(C)c(C(=O)OCC(=O)NCc2ccccc2)s1,-0.4,95,0.6%[50 µM],3.9%
O=C(CSc1ncccn1)Nc1ccc2[nH]c(=O)[nH]c2c1,0.0,64,0.8%[50 µM],5.7%
CC(=O)c1ccc(S(=O)(=O)Nc2ccc(-n3cnnn3)cc2)cc1,0.3,84,0.3%[50 µM],6.0%
O=C(OCC(=O)N1CCN(c2ccccc2)CC1)c1ncc(Cl)c(Cl)c1Cl,2.0,58,0.8%[50 µM],-0.5%
O=C(O)c1ccccc1,0.4,56,0.7%,-12.1%
Cc1ccc(C)c(NC(=O)CN(C)C(=O)c2ccc(-c3cccc(C(F)(F)F)c3)o2)c1,2.6,53,1.5%,4.3%
O=C(CC1CCCC1)Nc1cc(C(F)(F)F)ccc1-n1cncn1,-0.5,58,0.1%[50 µM],2.6%
O=C(c1ccco1)N1CCN(C(=O)c2cc(-c3ccncc3)nc3ccc(Br)cc23)CC1,-0.6,65,-0.1%,7.8%
COc1ccc([C@H]2CC(=O)C=C(c3c(C)cc(C)cc3C)C2)cc1,4.0,62,2.3%,2.8%
CCOC(=O)c1c(C)[nH]c(C(=O)OCC(=O)c2ccc(OC)cc2OC)c1C,1.7,74,-0.2%[50 µM],-1.6%
O=C1CC2(CCN(C(=O)C3CC(=O)N(c4ccc(F)cc4)C3)CC2)Oc2ccccc21 (stereo not given),1.5,55,1.4%[50 µM],8.2%
COc1cccc(N2[C@@H](CC(C)=O)c3cc(C(F)(F)F)ccc3S2(=O)=O)c1,2.5,83,5.2%,7.7%
Cc1ccnc(NC(=O)CNC(=O)c2ccc3ccccc3c2)c1,-1.4,52,0.8%[50 µM],5.9%
CC(=O)c1ccc(OC(C)C(=O)NCC2(N3CCOCC3)CCCCC2)cc1 (stereo not given),0.6,58,4.0%,-2.5%
COC(=O)[C@@]12CCCN1[C@H](c1ccc(-c3cccc(Cl)c3)cc1)[C@H]1C(=O)N(C)C(=O)[C@H]12,-3.6,83,-0.9%,2.4%
CCC(C)(O)C(=O)N[C@H]1CCCN1C(=O)/C=C/c1ccccc1 (stereo not given in full),-0.8,55,0.5%,3.1%
NS(=O)(=O)c1cccc(NC(=O)CN2CCN(S(=O)(=O)c3ccc4c(c3)OCCO4)CC2)c1,4.2,36,0.6%,-2.5%
CCOc1ncccc1C(=O)Nc1cc(S(=O)(=O)N2CCCCC2)ccc1OC,-0.2,60,0.1%,10.7%
CCCN(C(=O)c1cccs1)c1c(N)n(Cc2ccccc2)c(=O)[nH]c1=O,3.8,52,0.8%[50 µM],4.9%
CC1CCCN(S(=O)(=O)c2ccc(NC(=O)C3CCN(C(=O)C(C)(C)C)CC3)cc2)C1 (stereo not given),0.3,44,-0.2%[50 µM],5.2%
COc1cccc(OC)c1C(=O)Nc1ccc(C(=O)c2ccncc2)cc1,1.0,64,1.1%[50 µM],5.5%
O=C(CCC(=O)c1cccs1)NNC(=O)c1ccccc1Cl,2.7,53,0.9%[50 µM],0.6%
O=C1OC[C@H]2CCCN2C(=O)[C@@H](CC(=O)N(CCO)Cc2ccccc2)C/C=C\CC[C@H]1Cc1ccc(F)cc1,3.4,45,-0.1%,2.5%
CN1C[C@H](C(=O)N[C@]2(C)O[C@@]3(O)[C@@H]4CCCN4C(=O)[C@H](Cc4ccccc4)N3C2=O)CC2c3cccc4[nH]cc(c34)C[C@H]21 (stereo not given in full),7.8&8.5,68&61,3.5%&3.6%,-7.3%&9.5%
CC[C@]12c3[nH]c4ccc(OC)cc4c3CCN1C(=O)C(CC(=O)NCC13CC4CC(CC(C4)C1)C3)C[C@@H]2C(=O)N1CCN(C(=O)c2ccco2)CC1 (stereo not given in full),1.9,59,0.2%,11.2%
CCCCN1C(=O)C(=O)N(CC(=O)N2CCc3ccccc32)C1=O,2.7,50,0.3%[50 µM],11.0%
CC(=O)O[C@@]1(C)C[C@@H](O)[C@]2(O)C=CO[C@@H](O[C@@H]3O[C@H](CO)[C@@H](O)[C@H](O)[C@H]3O)[C@@H]21,-1.8,56,0.5%,8.3%
CN(c1ccccc1)S(=O)(=O)c1cccc(C(=O)N2CCCCCC2)c1,1.8,61,1.0%[50 µM],6.5%
CC(=O)[C@@H]1[C@@H](C)N(Cc2ccccc2)C(=O)N[C@H]1c1ccccc1,-3.1,76,0.4%,1.7%
CC(C)C(=O)Nc1cc(S(=O)(=O)N2CCOCC2)ccc1N1CCCCC1,1.3,52,0.8%,3.1%
CSCCC(NC(=O)c1ccccc1Cl)C(=O)NCCOc1ccccc1 (stereo not given),0.1,70,0.3%[50 µM],6.2%

# Ordered by value in Rac1 GTP hydrolysis (falling): 3 of the compounds above
SMILES	Rac1 GTP hydrolysis
CC[C@]12c3[nH]c4ccc(OC)cc4c3CCN1C(=O)C(CC(=O)NCC13CC4CC(CC(C4)C1)C3)C[C@@H]2C(=O)N1CCN(C(=O)c2ccco2)CC1 (stereo not given in full)	11.2%
CCCCN1C(=O)C(=O)N(CC(=O)N2CCc3ccccc32)C1=O	11.0%
CSCCC(NC(=O)c1ccccc1Cl)C(=O)NCCOc1ccccc1 (stereo not given)	6.2%

# Carrying on:
SMILES,NTR1 ag,NTR1 ag cell count 20 µM,UTI89 phage lysis,Rac1 GTP hydrolysis
O=C(NNC(=O)c1ccc(-n2cncn2)c([N+](=O)[O-])c1)c1ccc(Cl)cc1,1.0,67,-0.7%[50 µM],-5.2%
CCOC(=O)[C@H]1[C@H]2COc3ccc(OC)cc3[C@@H]2N2C(=O)CN(Cc3ccc(F)cc3)C(=O)[C@@]12C,-0.3,64,0.3%,11.9%
COc1ccc(/C(O)=C2/C(=O)C(=O)N(CCCN(C)C)C2c2ccc(Cl)cc2)cc1OC (stereo not given),-0.2,30,0.0%,13.2%
COc1ccc(OCC(=O)NNC(=O)Cn2c(=O)cnc3ccccc32)cc1,-0.7,56,0.8%[50 µM],4.0%
COc1ccccc1N1CCN(CC(=O)Nc2c(C)n[nH]c2C)CC1,1.3,59,2.5%,10.6%
COc1ccc(NC(=O)c2ccccc2)cc1,0.2,71,-0.3%,7.8%
COc1cc(C(=O)NNC(=O)CCOc2ccccc2C)cc(OC)c1OC,1.7,60,0.6%,4.2%
CC(=O)Nc1ccc(NC(=O)CSc2nnc3ccc(-c4cccnc4)nn23)cc1,0.5,60,0.4%[50 µM],0.1%
CN(C)C(=O)c1ccc(NC(=O)c2cccc(S(=O)(=O)N3CCCc4ccccc43)c2)cc1,1.2,59,-0.6%[50 µM],1.8%
COc1ccccc1C(=O)NS(=O)(=O)c1ccc(C)cc1,-0.8,51,0.4%[50 µM],4.7%
CCOC(=O)N1CCN(C(=O)CCN2C(=O)c3ccccc3S2(=O)=O)CC1,-0.6,50,1.3%[50 µM],7.3%
CCOc1ccc(NC(=O)COC(=O)c2ccc3c(c2)OCCO3)cc1,3.8,81,0.3%[50 µM],0.1%
CCOC(=O)C1CCN(C(=O)c2ccc(N3CCOCC3)c([N+](=O)[O-])c2)CC1,-2.3,51,3.2%,5.9%
COc1ccc(CNC(=O)C[C@H]2C[C@H](C(=O)N3CCCCC3)[C@@]3(CCc4ccccc4)c4[nH]c5cc(-c6ccco6)ccc5c4CCN3C2=O)cc1OC,-1.0,70,0.1%,9.5%
COc1ccc(CCNC(=O)c2cc(S(=O)(=O)N3CCCCC3)ccc2Cl)cc1,1.3,62,0.0%[50 µM],3.7%
O=C(NC(=S)N1CCCC1)c1ccccc1F,0.7,75,1.3%[50 µM],4.4%
OCCNc1nnc(-c2ccccc2)c(-c2ccccc2)n1,1.9,65,0.5%,6.5%
CC1=Nc2ccc(C)c3nc(C)cc(c23)N1c1ccc(C)cc1,4.1,53,1.1%,13.7%
COCCN(C(=O)c1ccc(C)o1)c1c(N)n(CC(C)C)c(=O)[nH]c1=O,-0.4,72,0.6%[50 µM],3.6%
COc1ccc(S(=O)(=O)N2CCC3(CC2)OCCN3S(=O)(=O)c2c(C)cc(C)cc2C)cc1,0.9,76,1.1%[50 µM],-1.1%
O=[N+]([O-])c1ccc(F)cc1F,-1.1,67,-0.2%,5.2%
O=C(NCCC(=O)N1CCN(Cc2c(F)cccc2Cl)CC1)c1ccc(Cl)cc1,1.1,55,-0.2%[50 µM],-4.9%
CN(C)CCCN(C(=O)COc1ccc(Cl)cc1)c1nc2cc3c(cc2s1)OCCO3,1.2,65,0.9%[50 µM],8.4%
C[C@@]12C(=O)Nc3ccc(Br)cc3C(=O)N1[C@H]1c3cc(Cl)ccc3OC[C@@H]1[C@@H]2c1ccccc1,-2.7,97,2.0%,5.5%

# Some of the compounds tested; count on the stated rates, not on these rows.
